GPR151 ag – human GPR151 activation; activation, % at 11.2 µM; PathHunter beta-arrestin GPR151 cells, luminescence; Q8TDV0; actives 1% (n = 650,000); AID 1508602; in the data active means activation above about 4.9%;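 further: 0% = median of compound wells and 100% = cells with positive control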
Target sequence (Q8TDV0 whole entry, looked up): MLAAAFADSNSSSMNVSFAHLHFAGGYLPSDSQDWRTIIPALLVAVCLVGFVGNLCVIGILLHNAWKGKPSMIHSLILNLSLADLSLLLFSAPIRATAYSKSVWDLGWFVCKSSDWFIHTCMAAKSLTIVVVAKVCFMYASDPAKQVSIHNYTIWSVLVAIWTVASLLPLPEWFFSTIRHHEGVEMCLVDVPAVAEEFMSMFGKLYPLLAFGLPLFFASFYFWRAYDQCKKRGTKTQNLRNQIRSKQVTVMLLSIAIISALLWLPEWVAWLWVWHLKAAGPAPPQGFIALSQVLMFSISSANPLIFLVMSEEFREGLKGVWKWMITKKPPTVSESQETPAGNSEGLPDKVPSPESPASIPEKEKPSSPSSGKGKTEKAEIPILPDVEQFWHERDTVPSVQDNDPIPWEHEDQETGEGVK
FBW7 act – human FBW7 E3 ligase activation, primary screen. AlphaScreen FBW7–phospho-cyclin E peptide binding, activator screen. AID 1259310. normalized activity (activation), % at 26.1 µM. Q969H0. actives 0.13% (n = 650,000); in the data active means normalized activity above about 1.9%;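 further: purified mutant Fbw7 with reduced substrate affinity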
MITF primary – blocks human microphthalmia-associated transcription factor. O75030. AlphaScreen MITF homodimerization, bead proximity signal. inhibition, % at 2.6 µM. actives 0.91% (n = 650,000). AID 1259374; in the data active means inhibition above about 50%;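 further: 0% = vehicle wells with protein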
Target sequence (O75030 whole entry, looked up): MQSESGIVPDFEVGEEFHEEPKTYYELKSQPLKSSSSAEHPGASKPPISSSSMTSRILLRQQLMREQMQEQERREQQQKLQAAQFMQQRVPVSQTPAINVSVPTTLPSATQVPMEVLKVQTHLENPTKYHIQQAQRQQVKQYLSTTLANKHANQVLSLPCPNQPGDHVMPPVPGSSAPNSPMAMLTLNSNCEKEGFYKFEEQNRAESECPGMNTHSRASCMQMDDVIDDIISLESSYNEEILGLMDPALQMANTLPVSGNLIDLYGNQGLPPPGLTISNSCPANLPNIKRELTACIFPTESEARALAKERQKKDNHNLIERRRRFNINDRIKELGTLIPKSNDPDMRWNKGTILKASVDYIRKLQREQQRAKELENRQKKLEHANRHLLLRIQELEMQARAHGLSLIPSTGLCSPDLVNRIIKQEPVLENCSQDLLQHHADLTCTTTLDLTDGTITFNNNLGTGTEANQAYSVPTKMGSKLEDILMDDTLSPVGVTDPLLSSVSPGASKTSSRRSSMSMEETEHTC
TEAD-YAP inh – TEAD-YAP interaction inhibition | HEK-TIYL cells, TEAD-Gal4/YAP UAS-luciferase luminescence | AID 1259422 | inhibition, % at 9.12 µM | actives 1.4% (n = 640,000); in the data active means inhibition above about 32%;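 further: 0% = median of test compound wells and 100% = reference inhibitor wells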
* hit, by the source's call.

molecule | GPR151 ag | FBW7 act | MITF primary | TEAD-YAP inh
O=C(COC(=O)c1cccc(N2C(=O)C3C4c5ccccc5C(c5ccccc54)C3C2=O)c1)c1ccc(Br)cc1 (configuration not stated) | -6.7 | -0.1 | -3 | -17
CCOC(=O)CSc1nc2sc3c(c2c(=O)n1-c1ccc(Br)cc1)CC(C)(C)OC3 | -0.9 | -0.1 | 2 | 5
CCOc1ccc(Br)cc1CNCc1cccnc1 | -0.2 | 0.0 | -5 | 6
O=C(CC12CC3CC(CC(Br)(C3)C1)C2)Nc1cccnc1 | 0.2 | 0.1 | 11 | -4
O=C(Cn1nc2c3ccccc3ncn2c1=O)Nc1cccc2ncccc12 | 0.2 | -0.1 | -5 | 5
Cc1cccc(CNc2ncnc3sc(C(=O)N4CCC[C@H]4CO)c(C)c23)n1 | -1.2 | 0.7 | 4 | 3
CCC(C(=O)Nc1ccc(S(=O)(=O)Nc2nccc(C)n2)cc1)c1ccccc1 (configuration not stated) | 0.8 | 0.6 | 12 | 0
COc1ccc(CC2(CCC(=O)NCCOC(C)C)CCC(=O)N2)c2ccccc12 (configuration not stated) | 2.7 | 0.7 | 23 | 3
Cc1ccc(NC(=O)CSc2nnc(NC(=O)COc3ccccc3)s2)cc1 | 2.5 | 0.3 | 15 | -8
CCOc1ccc(NC(=O)NCC2CCN(c3ccc(OC)cc3)C2)cc1 (configuration not stated) | 0.2 | 0.1 | 3 | 0
O=C1NC(=O)C2C1ON(c1ccc(Cl)cc1)C2c1ccco1 (configuration not stated) | -0.7 | 0.1 | 12 | 10
CS(=O)(=O)N(Cc1ccccc1)c1ccc(C(=O)Nc2cccc(Cl)c2)cc1 | -0.2 | 0.1 | -18 | 2
Cc1c(C(=O)N2CCN(c3cccc(Cl)c3)CC2)sc2ncnc(N3CCc4ccccc4C3)c12 | -1.5 | 0.7 | -1 | 14
O=C(COc1ccc2c(c1)OCO2)Nc1ccccc1F | -0.9 | -0.3 | -4 | -68
O=c1[nH]c(N2CCCCC2)nc2c1CCN(Cc1c(F)cccc1F)C2 | -0.4 | 0.1 | 6 | 0
CC(C)CCNC(=O)C1CCN(Cc2ccc(Cl)cc2)CC1 | -0.9 | 0.8 | 34 | -2
CN(C)c1ccc(S(=O)(=O)N2CCOCC2)cc1Cl | 2.5 | -0.1 | -9 | 2
CC(NNc1ccc(S(=O)(=O)c2ccc(C(C)C)cc2)cc1)=C(C#N)C#N | 4.6 | -0.2 | -1 | 11
O=C(CCC(=O)N/N=C/c1ccc(O)cc1O)N/N=C\c1ccc(O)cc1O | 0.8 | -0.6 | 26 | 6
O=C(Nc1ccc(S(=O)(=O)Nc2ncccn2)cc1)c1cccc(Cl)c1 | -0.9 | -0.1 | 0 | -8
CCCCOc1ccc(C(=O)Nc2ccc(C34CC5CC(CC(C5)C3)C4)cc2)cc1 | 0.0 | 0.1 | -5 | -5
C/C(N)=C(/C#N)C(=O)COC(=O)c1ccccc1Cc1ccccc1 | 0.1 | -0.6 | 0 | -10
COC(=O)Sc1nnc(-c2ccc(Br)cc2)o1 | 0.9 | 0.1 | -6 | -11
CC(C)C(NC(=O)Cc1ccccc1[N+](=O)[O-])C(C)C | 1.6 | 0.5 | 3 | 0
C=CCc1cc(OC)c(O)c(-c2cc(CC=C)cc(OC)c2O)c1 | 0.4 | -0.1 | 10 | 8
COc1cc(-c2nc3sc4c(c3c(=O)[nH]2)CCCC4)cc(Cl)c1OCc1ccccc1 | 3.2 | 0.0 | 4 | 5
CCC1=C(C(=O)OC)C(c2ccc(F)cc2)n2ncnc2N1 (configuration not stated) | 0.8 | 0.0 | -10 | 7
CCN1CCN(C(=O)c2ccc3c(=O)n(Cc4ccco4)c(=S)[nH]c3c2)CC1 | 2.0 | -0.2 | 12 | -4
COC(=O)c1ccc2c(=O)n(CCN3CCOCC3)c(=S)[nH]c2c1 | 2.7 | -0.3 | 1 | 16
COc1ccc(-c2cc(C(=O)N/N=C(\C)c3ccc(Cl)cc3)[nH]n2)cc1 | 0.4 | 0.1 | 0 | 20
O=C(CSc1nnc(CCCCCN2C(=O)c3cccc4cccc(c34)C2=O)n1-c1ccccc1)NCc1cccnc1 | 1.2 | -0.1 | 8 | -10
Cc1c(/C=N/NC(=O)c2cc3c(s2)CCCC3)cc(C#N)n1C | 0.7 | 0.2 | 4 | 7
COc1ccc(NC(=O)C(=O)NNC(=O)c2ccc(OC)cc2)cc1 | 0.3 | 0.7 | 9 | -2
COC(=O)c1ccc(COC(=O)c2ccc(OCc3c(C)noc3C)c(OC)c2)cc1 | -0.2 | 0.1 | 1 | -26
O=C(c1cccc(NS(=O)(=O)c2ccc(Cl)cc2)c1)N1CCN(c2ccccc2)CC1 | 0.0 | 0.1 | 12 | 18
CCOc1ccccc1C1C(C#N)=C(SCC(=O)Nc2c(C)cc(C)cc2C)NC2=C1C(=O)CCC2 (configuration not stated) | -0.8 | 0.3 | -6 | -7
O=C(CC1C(=O)NCCN1Cc1ccc(-c2ccccc2)cc1)NC1CCCC1 (configuration not stated) | -0.1 | -0.1 | 2 | -11
CC1(C)CC(=O)C2=C(C1)OC1=C(C(=O)CC(C)(C)C1)C2c1cc2c(cc1Cl)OCO2 | -1.0 | 0.1 | 15 | 11
CCc1ccc(C2C(C#N)=C(N)Oc3n[nH]c(-c4ccc5c(c4)OCO5)c32)cc1 (configuration not stated) | 0.5 | -0.1 | 11 | 6
O=C(Nc1ccc(N2CCOCC2)cc1)c1cccc(Nc2ncccn2)c1 | -2.8 | -0.3 | 24 | -27
COCCn1c(C)cc(/C=C2\C(=O)NC(=S)N(C)C2=O)c1C | -1.2 | -0.2 | 4 | -9
O=C(/C=C(\O)c1ccccc1)C(=O)/C=C1\NC2(CCCCC2)Cc2ccccc21 | -1.0 | -0.1 | 18 | -17
COc1ccc(C2=N/C(=C\c3cccc(OC)c3)C(=O)O2)cc1 | 0.0 | 0.0 | -5 | -4
O=C(CCN1C(=O)c2ccccc2C1=O)Nc1ccccc1C(=O)N(Cc1ccccc1)Cc1ccccc1 | -1.2 | 1.7 | 27 | -6
CCN1CCCC1CNc1ncnc(N)c1[N+](=O)[O-] (configuration not stated) | 1.1 | 0.0 | 2 | -5

Copied from the entries so far (3 entries):
molecule | GPR151 ag | FBW7 act | MITF primary | TEAD-YAP inh
COc1ccc(C2=N/C(=C\c3cccc(OC)c3)C(=O)O2)cc1 | 0.0 | 0.0 | -5 | -4
O=C(CCN1C(=O)c2ccccc2C1=O)Nc1ccccc1C(=O)N(Cc1ccccc1)Cc1ccccc1 | -1.2 | 1.7 | 27 | -6
CCN1CCCC1CNc1ncnc(N)c1[N+](=O)[O-] (configuration not stated) | 1.1 | 0.0 | 2 | -5

Carrying on:
molecule | GPR151 ag | FBW7 act | MITF primary | TEAD-YAP inh
COc1ccccc1-c1nnc(SCC(=O)Nc2ccc(C(N)=O)cc2)n1C | 1.6 | 0.3 | -12 | 0
COC(=O)c1c(NC(=O)c2cc([N+](=O)[O-])nn2Cc2ccccc2)sc(C)c1C | -0.6 | 0.4 | 20 | 3
O=C(Cc1cccs1)NC(C(=O)Nc1ccc2c(c1)OCO2)c1ccccc1 (configuration not stated) | -0.5 | 0.1 | 3 | -2
CCc1cc2c(=O)[nH]c(Cc3ccc(OC)cc3)nc2s1 | -0.8 | 0.4 | -1 | 0
COc1ccc(CCNC(=O)C(C)Oc2ccccc2)cc1 (configuration not stated) | 2.4 | -0.1 | 8 | 12
CCc1ccc(NC(=O)Cn2cnc3sc(C)c(S(=O)(=O)N4CCOCC4)c3c2=O)cc1 | 0.6 | 0.1 | 6 | 1
Cc1ccc(C(=O)CC(NCc2ccco2)C(=O)O)cc1 (configuration not stated) | -2.0 | 0.2 | 22 | 5
CCOc1cc(C2C(C(=O)OC3CCCC3)=C(C)NC3=C2C(=O)CCC3)cc(Br)c1O (configuration not stated) | 0.2 | 0.1 | 15 | -2
Cc1ccc(S(=O)(=O)N2CCC[C@H]2C(=O)OCc2cc(=O)oc3cc(C)ccc23)cc1 | 0.5 | -0.2 | -6 | -11
Cc1ccc2c(CSc3n[nH]c(N)n3)cc(=O)oc2c1C | 11* | 0.1 | -2 | -22
COc1ccccc1C(=O)NC(CC(C)C)c1nc2cccnc2n1C (configuration not stated) | -0.9 | -0.2 | -6 | -4
CC1=C(C(=O)Nc2ccccn2)C(c2ccsc2)C2=C(CC(C)(C)CC2=O)N1 (configuration not stated) | 1.9 | -0.1 | 2 | 7
NC(=O)C1CC(=O)N(c2ccc(OCC(=O)Nc3cccc(Cl)c3)cc2)C1 (configuration not stated) | -0.1 | 0.2 | 6 | -11
COc1cccc(-n2ccnc2SCC(=O)Nc2cc(C)cc(C)c2)c1 | -1.1 | -0.5 | -9 | -5
CCCOc1ccc(/C(O)=C2/C(=O)C(=O)N(Cc3cccnc3)C2c2ccc(C(C)(C)C)cc2)cc1C (configuration not stated) | -0.1 | -0.1 | 7 | 0
NC(=O)c1ccc(NC(=O)Cn2cc(S(=O)(=O)Cc3ccccc3)c3ccccc32)cc1 | -0.1 | 0.2 | 7 | -4
NC(CC(=O)O)c1cccc(Oc2cccc(C(F)(F)F)c2)c1 (configuration not stated) | -0.3 | 0.1 | 2 | -5
COC(=S)N/C(=N/S(=O)(=O)c1ccc(Br)cc1)c1ccccc1 | -0.4 | 0.0 | -22 | 0
O=C(CNC(=O)Cn1cnc2sc3c(c2c1=O)CCCC3)NCc1ccc(F)cc1 | 1.2 | 0.1 | 14 | 0
CC1CCN(C(=O)Nc2cccc(Cl)c2)CC1 | 0.1 | 0.1 | 10 | 2
COc1ccc(C2/C(=C(\O)c3ccc(Br)cc3)C(=O)C(=O)N2c2cccc(C(=O)O)c2)cc1OC (configuration not stated) | 0.6 | 0.0 | 14 | 0
c1ccc2sc(SCc3ccc(-c4nnco4)cc3)nc2c1 | -5.6 | 0.2 | 12 | -23
CC(=O)NC1=NC(=O)/C(=C/c2cc(C)n(-c3ccc(C(=O)O)cc3)c2C)S1 | -0.2 | 0.0 | 33 | -4
Cc1cc(F)ccc1N1C(=O)CN(S(C)(=O)=O)CC1(C)C(=O)NC1CCCCCC1 (configuration not stated) | -1.4 | 0.1 | 1 | -4
CCOc1cc(/C=C2/C(=N)N3N=C(C(C)C)SC3=NC2=O)ccc1OCc1ccc(F)cc1 | 1.0 | 0.5 | 2 | 13
Cc1ccc2cccc(S(=O)(=O)Nc3ccc([N+](=O)[O-])cc3)c2n1 | -0.5 | -0.1 | 5 | -10
O=C(Nc1ccc(Br)cc1)c1nc[nH]c1C(=O)O | 2.4 | -0.1 | 5 | -1
CCOC(=O)NC(=O)COC(=O)CN1C(=O)C2CCCCC2C1=O (configuration not stated) | -1.3 | 0.1 | -3 | 1
c1ccc(Nc2nc(-c3csc4ccccc34)nc3c2ncn3-c2ccccc2)cc1 | 0.6 | 0.0 | 16 | -2
Cc1c(-c2ccc(Cl)cc2)c(=O)oc2cc(OCC(N)=O)ccc12 | 0.5 | -0.1 | -3 | -8
CC(=O)Nc1ccc(Nc2nc(-c3c(C)nc4ccccn34)cs2)cc1 | 0.4 | -0.1 | -6 | 50*
NNC(=O)COc1ccc(Cl)cc1Cl | -0.3 | 0.0 | -9 | -3
COc1cc(=O)n2c(c1C(=O)N1CCSCC1)CCN(Cc1ccc(C)o1)CC2 | -1.3 | 0.1 | 13 | 3
Cc1cc(=O)[nH]c(N/N=C/c2cc(Br)cc(Br)c2O)n1 | -0.4 | -0.2 | 6 | 4
O=S(=O)(N/N=C(/c1ccccc1)c1ccncc1)c1ccccc1 | -0.4 | 0.2 | 14 | 7
COc1ccccc1NC(=O)c1cc(S(=O)(=O)N2CCOCC2)c(Cl)cc1Cl | 1.1 | 0.0 | 9 | 2
O=C(N/N=C/c1cc([N+](=O)[O-])ccc1O)c1cccc2ccccc12 | 1.1 | -0.1 | -15 | 21
O=C(Cc1ccc(NS(=O)(=O)c2cccc3ccccc23)cc1)NC1CC1 | 0.3 | 0.1 | -6 | 5
Cc1c(NC(=O)c2cc([N+](=O)[O-])cc([N+](=O)[O-])c2)cccc1-c1nc2ncccc2o1 | 4.0 | -0.1 | -13 | -1
O=C(COc1ccc(Br)cc1F)NC1CCN(Cc2ccccc2)CC1 | 3.1 | 0.0 | -10 | 0

Part of the list above in order of SMILES length, lowest first:
molecule | GPR151 ag | FBW7 act | MITF primary | TEAD-YAP inh
NNC(=O)COc1ccc(Cl)cc1Cl | -0.3 | 0.0 | -9 | -3
Cc1cc(=O)[nH]c(N/N=C/c2cc(Br)cc(Br)c2O)n1 | -0.4 | -0.2 | 6 | 4
O=C(Cc1ccc(NS(=O)(=O)c2cccc3ccccc23)cc1)NC1CC1 | 0.3 | 0.1 | -6 | 5
O=C(N/N=C/c1cc([N+](=O)[O-])ccc1O)c1cccc2ccccc12 | 1.1 | -0.1 | -15 | 21
Cc1c(NC(=O)c2cc([N+](=O)[O-])cc([N+](=O)[O-])c2)cccc1-c1nc2ncccc2o1 | 4.0 | -0.1 | -13 | -1

Screens deposited in PubChem BioAssay by The Scripps Research Institute Molecular Screening Center.
